M1 ag parental: nonselective activator or artifact in parental CHO-K1 cells; Fluo-8 calcium fluorescence; scaled to maximal ATP response, vehicle zero; activation, % at 3 µM; 360,000 compounds, 0.48% hits; AID 602248; in the data active means activation above about 15%;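 further: untransfected CHO-K1 host cells lacking M1 receptor as counterscreen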
CHRM4 antagonist: antagonists of human muscarinic M4 receptor (CHRM4) | P08173 | CHO-hM4 cells, ACh EC80, Fluo-8 calcium fluorescence | inhibition, % at 3 µM | 360,000 compounds, 0.73% hits | AID 624125;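 active means inhibition above its plate's cutoff, the mean inhibition of sample wells plus 3 SD, cut at about 27% in these data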;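 further: 0% = acetylcholine EC80 with DMSO and 100% = DMSO without agonist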
CHRM1 PAM: positive allosteric modulators of human M1 muscarinic receptor; P11229; CHO-K1 hM1, Fluo-8 calcium fluorescence, ACh EC20; 0% = ACh EC20, 100% = maximal ACh; activation, % at 3 µM; 360,000 compounds, 0.088% hits; in the data active means activation above about 19%, passing the limit was not always enough
Target sequence (P11229 whole entry, looked up): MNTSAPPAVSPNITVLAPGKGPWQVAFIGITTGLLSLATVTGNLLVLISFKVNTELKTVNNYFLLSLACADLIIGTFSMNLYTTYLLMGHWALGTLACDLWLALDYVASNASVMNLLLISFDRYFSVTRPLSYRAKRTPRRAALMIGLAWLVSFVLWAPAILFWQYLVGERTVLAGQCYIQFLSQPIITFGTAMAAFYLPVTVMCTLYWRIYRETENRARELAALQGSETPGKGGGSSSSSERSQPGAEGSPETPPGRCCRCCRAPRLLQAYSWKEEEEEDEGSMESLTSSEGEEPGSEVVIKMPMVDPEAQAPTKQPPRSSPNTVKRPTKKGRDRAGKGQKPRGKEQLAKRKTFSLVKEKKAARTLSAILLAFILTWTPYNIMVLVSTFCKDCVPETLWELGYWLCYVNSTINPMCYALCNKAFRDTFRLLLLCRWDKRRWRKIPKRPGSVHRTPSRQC
OXTR potentiator: potentiators of human oxytocin receptor; activation, % at 3 µM; CHO-OTR cells, Fluo-8 calcium fluorescence, potentiator mode; 0% = oxytocin EC15, 100% = EC100; 320,000 compounds, 0.061% hits; AID 2445;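 active means activation above that plate's cutoff, the mean activation of tested compounds plus 3 SD, cut at about 6.6% in these data, passing the limit was not always enough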;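 further: 100% uses oxytocin at 75 nM as the full agonist control; some results filed as inactive read as strong as hits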
Target sequence (P30559 whole entry, looked up): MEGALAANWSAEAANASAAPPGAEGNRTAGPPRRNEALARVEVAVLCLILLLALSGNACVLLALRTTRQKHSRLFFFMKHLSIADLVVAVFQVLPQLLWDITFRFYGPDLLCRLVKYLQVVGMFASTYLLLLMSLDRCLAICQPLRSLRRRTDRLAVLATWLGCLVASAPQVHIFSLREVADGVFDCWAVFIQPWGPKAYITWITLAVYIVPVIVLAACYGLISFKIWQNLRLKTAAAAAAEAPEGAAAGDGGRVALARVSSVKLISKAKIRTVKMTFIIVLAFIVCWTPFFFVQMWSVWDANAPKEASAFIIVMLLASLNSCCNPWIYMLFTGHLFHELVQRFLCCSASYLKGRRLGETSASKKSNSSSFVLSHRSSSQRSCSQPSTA
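System: human OTR in CHO cells / Also added: sub-maximal oxytocin, roughly EC15 / Control set: EC15 oxytocin low, 75 nM oxytocin high / Schedule: 6 min compound pre-incubation at room temperature, 100 s kinetic read / Compound: single-point 3.0 µM / Replication: singlicate / Technique: Fluo-8 calcium dye fluorescence / Read-out basis: % activation of max/min ratio relative to oxytocin controls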
CHRM1 antagonist: human CHRM1 antagonism | 360,000 compounds, 1.3% hits | inhibition, % at 3 µM | CHO-K1 hM1, Fluo-8 calcium fluorescence, ACh EC80 antagonist | P11229;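 active means percent inhibition above its own plate's cutoff, namely the mean of that plate's compound wells plus 3 SD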;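 further: peak over basal fluorescence ratio during 140 s after agonist addition; 0% = ACh EC80 plus DMSO and 100% = DMSO alone without agonist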
M4 ag: agonists of human muscarinic M4 receptor (CHRM4); P08173; CHO-K1 hM4/Gqi5, Fluo-8 calcium fluorescence; vehicle 0%, full acetylcholine response 100%; activation, % at 3 µM; 360,000 compounds, 0.14% hits;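 active means activation above the run mean over all test wells plus 3 SD, cut at about 32% in these data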;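 further: peak over basal fluorescence ratio per well then scaled between controls; 0% = DMSO wells and 100% = acetylcholine at EC100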
M1 ag: activates human CHRM1 receptor. P11229. CHO-K1 hM1, Fluo-8 calcium fluorescence, agonist mode; 0% DMSO, 100% acetylcholine EC100. activation, % at 3 µM. 360,000 compounds, 0.33% hits. AID 588814;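 active means activation above the run's mean compound activation plus 3 SD, cut at about 16% in these data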;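 further: peak over basal fluorescence ratio within a 140 s kinetic read after compound addition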
CHO parental Ca: counter-screen: ATP calcium response change in parental CHO cells; parental CHO-K1, ATP-induced calcium, Fluo-8 fluorescence; inhibition, % at 5.6 µM; 330,000 compounds, 0.63% hits; AID 463079;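 active means inhibition above that plate's mean sample inhibition plus 3 SD, cut at about 26% in these data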;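 further: 0% = ATP-challenged DMSO wells and 100% = DMSO wells without ATP; some compounds past the cut are filed as inactive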
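Material – parental CHO cells · Reagent – ATP stimulus · Compound – single nominal dose of 5.6 µM per compound · Detection – Fluo-8 fluorescence · Read-out basis – percent inhibition of calcium signal · Controls – ATP-challenged DMSO wells low, unchallenged DMSO wells high · Repeats – no replicates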
CHO-K1 Ca antag: counter-screen for M1 antagonists: effect in parental CHO-K1 cells; AID 602250; inhibition, % at 3 µM; 360,000 compounds, 0.6% hits; ATP-induced calcium, Fluo-8 fluorescence;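 active means inhibition above a per-plate cutoff, the plate's mean sample inhibition plus 3 SD, cut at about 24% in these data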;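 further: 0% = DMSO plus EC80 ATP and 100% = DMSO alone without ATP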
Starred values were filed as active, the others as inactive; / = not tested or not shown.

SMILES,M1 ag parental,CHRM4 antagonist,CHRM1 PAM,OXTR potentiator,CHRM1 antagonist,M4 ag,M1 ag,CHO parental Ca,CHO-K1 Ca antag
CCN(CC)S(=O)(=O)c1cc(OC)c(C)cc1C,-0.2,-4,7,0,-8,1,-6,2,3
O=C(c1ccc(Cl)cc1)C1CCCN(Cc2cnn(-c3ccccc3)c2)C1 (stereo not drawn),4.0,-7,-20,-4,26,10,-7,-21,-13
Cc1noc(C)c1C(=O)N(CC(=O)Nc1ccccc1Br)Cc1ccco1,0.0,10,9,1,-12,0,-3,-13,-6
O=C(NCc1ccccc1)C1CCCN(S(=O)(=O)c2cccnc2)C1 (stereo not drawn),0.1,-10,5,0,-4,1,-4,-18,2
Cc1cc(=O)oc2cc(NC(=O)C(CCCN=C(N)N)NC(=O)OCc3ccccc3)ccc12 (stereo not drawn),0.2,-8,5,/,-2,1,-7,/,-7
Cc1cc(O)ccc1NC(=O)c1ccccc1,0.9,4,-6,-4,3,2,-6,-2,-15
CC1(C(=O)Nc2cccc(Oc3ccccc3)c2)Cc2c(-c3ccccc3)ccnc2O1 (stereo not drawn),1.3,-12,8,/,-10,0,-1,/,-4
O=C(NCc1ccccn1)C(=O)NN=C1CCCCCCCCCCC1,-0.1,3,15,-3,-17,0,-13,-9,-11
CCCc1nnc(SCC(=O)Nc2ccccc2F)o1,1.3,-5,9,4,-8,0,-5,-16,-16
CN1CCN(c2nc(-c3ccc(Br)cc3)nnc2-c2ccccc2)CC1,0.4,7,3,-18,3,3,-3,-22,13
Cc1c(NC(=O)c2ccc(Br)o2)cccc1C(=O)O,0.2,2,9,-2,-13,2,-3,-2,-10
COc1ccc(CN(CCO)CCO)cc1[N+](=O)[O-],1.3,0,13,-8,-9,2,-7,-1,-7
NNc1nc2sc3c(c2c(=O)[nH]1)CCc1ccccc1-3,-0.2,-3,2,-5,-3,1,-5,-7,3
COn1c(=O)c(-c2cccc(Br)c2)[n+]([O-])c2ccccc21,0.6,-4,13,-1,-24,0,0,-7,-13
CC(C)OC(=O)C1C2C=CC3(CN(CC4CCCO4)C(=O)C13)O2 (stereo not drawn),-0.4,0,-6,-11,12,0,0,-3,10
COc1ccccc1N1CCN(C(=O)c2ccc(S(=O)(=O)N3CCCCCC3)cc2)CC1,4.2,-11,-7,-13,13,5,-4,-3,7
CCOC(=O)[C@]12CCC=C1N(Cc1ccc(Cl)cc1Cl)C(=O)[C@H](CC(=O)NCc1ccc(OC)c(OC)c1)C2,1.5,-2,/,/,/,0,/,/,-25
COc1cc(NC(=O)c2cc(-c3ccc(C)cc3)on2)cc(OC)c1OC,0.7,-7,7,-5,-14,1,-3,13,-8
Cc1nonc1NCn1nnc2ccccc21,1.0,-3,-2,0,0,1,-3,-2,-1
Cc1cc(=O)[nH]c(SCC(N)=O)c1C#N,0.3,-12,4,-4,-14,0,-2,-6,1
OCCNc1nc(N2CCCCC2)nc2ccccc12,0.4,-4,10,-7,-11,1,-11,1,-3
COc1ccc(C)cc1NC(=O)CSc1nnc2ccc(-c3ccncc3)nn12,1.3,27*,-16,12,28*,4,-7,-14,-7
COc1ccc(NC(=S)N(CCc2nc3cc(C)c(C)cc3[nH]2)Cc2cccnc2)cc1,0.7,-3,2,-6,4,0,-6,-17,-14
C/C(=N\O)C(=O)NCCN(C)C,0.1,7,3,3,-9,1,1,-8,7
COc1ccc(O)c(CN2CCCC(N3CCc4ccccc4C3)C2)c1 (stereo not drawn),-0.4,-3,-11,/,15,0,-9,/,2
Cc1ccc(N(C(=O)c2csnn2)C(C(=O)NC(C)(C)C)c2cccnc2)cc1 (stereo not drawn),0.7,-3,7,-18,-7,1,-5,-8,-13
Cc1ccc(-n2nc(C(=O)O)c(O)cc2=O)cc1,3.2,-7,-12,-5,8,10,-4,3,3
N[C@H]1C(O)O[C@H](CO)[C@@H](O)[C@@H]1O (stereo partly drawn),0.3,12,8,-7,-38,0,-2,-2,-1
C[C@@H]1CN([C@@H](C)CO)C(=O)c2cc(NS(=O)(=O)c3ccc(Cl)cc3)ccc2O[C@H]1CN(C)Cc1ccncc1,0.5,-6,4,2,4,2,-7,-21,-16
CCCC(=O)n1nc(-c2cccnc2)nc1NCc1ccc(OC)cc1,0.0,7,1,/,4,0,-6,/,-5

Only CHRM1 PAM, for 4 of the compounds above:
mol | CHRM1 PAM
Cc1ccc(N(C(=O)c2csnn2)C(C(=O)NC(C)(C)C)c2cccnc2)cc1 (stereo not drawn) | 7
Cc1ccc(-n2nc(C(=O)O)c(O)cc2=O)cc1 | -12
N[C@H]1C(O)O[C@H](CO)[C@@H](O)[C@@H]1O (stereo partly drawn) | 8
C[C@@H]1CN([C@@H](C)CO)C(=O)c2cc(NS(=O)(=O)c3ccc(Cl)cc3)ccc2O[C@H]1CN(C)Cc1ccncc1 | 4

Reformatted: results already given.
Order of values: M1 ag parental, CHRM4 antagonist, CHRM1 PAM, OXTR potentiator, CHRM1 antagonist, M4 ag, M1 ag, CHO parental Ca, CHO-K1 Ca antag
- Cc1ccc(-n2nc(C(=O)O)c(O)cc2=O)cc1
    3.2, -7, -12, -5, 8, 10, -4, 3, 3
- O=C(NCc1ccccn1)C(=O)NN=C1CCCCCCCCCCC1
    -0.1, 3, 15, -3, -17, 0, -13, -9, -11

(cont.)
SMILES,M1 ag parental,CHRM4 antagonist,CHRM1 PAM,OXTR potentiator,CHRM1 antagonist,M4 ag,M1 ag,CHO parental Ca,CHO-K1 Ca antag
Cn1c(CC(=O)Nc2ccccc2)nnc1SCCOc1ccccc1,1.2,-5,-1,-7,-29,2,-2,11,-6
COc1ccc(-n2c(-c3ccco3)nc3c(cnn3-c3ccc(C)cc3)c2=O)cc1,0.6,2,-7,-23,-9,-1,-2,8,-15
COc1cc(-c2cc(C(=O)NCCc3ccc(S(N)(=O)=O)cc3)c3ccccc3n2)cc(OC)c1OC,2.6,0,-3,2,11,5,-1,-16,-2
O=C1NC[C@@H](Cc2cccc3ccccc23)N(CCc2cc(C(F)(F)F)cc(C(F)(F)F)c2)C1=O,-0.5,-3,2,-3,9,-1,-2,-18,-5
Cc1ccc(NC(=O)c2c(-c3ccccc3Cl)noc2C)nc1,0.0,-9,-1,2,1,0,-7,-18,7
CCSc1ncnc2c1oc1ccccc12,0.4,8,4,5,-10,-1,-6,-5,-14
Cc1ccc(C(=O)O)c(C(=O)Nc2nc3ccccc3s2)c1,5.1,9,-5,-6,6,13,-2,6,1
CC(=O)N1CCN(C(=O)c2cc(S(=O)(=O)N3CCCCC3)ccc2Cl)CC1,4.6,-4,10,1,-13,1,-4,4,3
N#Cc1c(-c2ccccc2F)cc(C2CC2)nc1SCC(=O)c1cccs1,-0.2,3,7,-9,-4,0,-10,42,-8
Cc1ccc(C(=O)N2CC(=O)Nc3ccccc32)o1,0.2,-7,2,-1,-2,1,-6,3,-4
O=C(CN1C(=O)C2CCCCC2C1=O)Nc1cccc([N+](=O)[O-])c1 (stereo not drawn),1.9,-11,10,-11,-16,2,2,6,-1
c1ccc(CN2CCC(=NNc3nc4ccccc4[nH]3)CC2)cc1,-0.6,-5,10,-13,-9,1,-13,-34,17
O=C(NC1CCCC1)c1cccc(Cl)c1,0.0,3,4,-7,-4,0,-3,-11,-17
COc1ccc(/C(N)=N/O)cc1O,0.5,4,13,-2,-11,0,-4,10,-8
CCCCc1nnc2c(N(C)S(=O)(=O)c3ccccc3)nc3ccccc3n12,1.1,1,11,-4,-16,1,-3,-17,-14
Cc1ccc(CSc2ncnc3onc(C)c23)cc1,5.0,-3,-10,-1,16,12,-3,-14,-12
COc1ccc(-c2nnc(N)s2)cc1OC,1.1,9,15,/,-22,1,0,/,-17
O=C(COC(=O)C1CCC(=O)N1)Nc1ccccc1Br (stereo not drawn),0.4,-14,9,-2,-16,0,-2,-1,-16

Profiles from above. Screens in order: M1 ag parental	CHRM4 antagonist	CHRM1 PAM	OXTR potentiator	CHRM1 antagonist	M4 ag	M1 ag	CHO parental Ca	CHO-K1 Ca antag
Results for O=C(CN1C(=O)C2CCCCC2C1=O)Nc1cccc([N+](=O)[O-])c1 (stereo not drawn) = 1.9	-11	10	-11	-16	2	2	6	-1
Results for c1ccc(CN2CCC(=NNc3nc4ccccc4[nH]3)CC2)cc1 = -0.6	-5	10	-13	-9	1	-13	-34	17
